High-throughput results from PubChem.
H37Rv inhibition: M. tuberculosis growth inhibition, HTS (AID 449762) | M. tuberculosis H37Rv growth inhibition, 7H9 media; higher % means a stronger effect | inhibition, % at 25 µM, or IC50 in µM where a hit was titrated | 330,000 compounds, 0.59% hits; in the data active = a potency from the dose series; inconclusive = inhibition above about 70% without an active follow-up result;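 note: bacterial growth assessed after seven days of incubation; strong numbers were not always called active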
VEEV TC-83 Vero: inhibitors of VEEV TC-83 cytopathic effect, confirmation, Vero cells (AID 588727). inhibition, % at 20 µM, or IC50 in µM where a hit was titrated. 350,000 compounds, 0.13% hits. Vero cells, VEEV TC-83 cytopathic effect inhibition; higher % means a stronger effect; in the data active = a potency from the dose series; inconclusive = inhibition mostly from about 14% at the one dose, without a potency; inactive = the rest, 99 in 100 with inhibition below about 12%; note: strong numbers were not always called active
H1N1 NS1A inhibition: NS1A inhibition, H1N1 influenza, cell based functional assay (AID 504329). NS1A functional cell-based assay, percent inhibition; higher % means a stronger effect. one-dose inhibition, % at 12.5 µM; IC50 in µM for titrated hits. 340,000 compounds, 0.3% hits; in the data active = a potency from the dose series; inconclusive = inhibition above about 27% without an active follow-up result; note: strong numbers were not always called active
Salmonella PhoP GFP: Inhibition of PhoP regulon, Salmonella typhi GFP reporter cells, confirmation, 4 h (AID 1850); Salmonella Typhi PhoP-promoter GFP reporter, fluorescence, 4 h; higher % means a stronger effect; inhibition, % at 50 µM; hits with a dose series show IC50 in µM; 310,000 compounds, 0.33% hits; in the data active = a potency from the dose series; inconclusive = inhibition mostly from about 25% at the one dose, without a potency; inactive = the rest, 99 in 100 with inhibition below about 19%;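 note: 0% = induced wells with vehicle and 100% = uninduced wells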
M. tuberculosis: growth inhibition of non-replicating M. tuberculosis (AID 488890). Mycobacterium tuberculosis non-replicating, growth inhibition; higher % means a stronger effect. one-dose inhibition, % at 25 µM; IC50 in µM for titrated hits. 320,000 compounds, 0.39% hits; in the data active = a potency from the dose series; inconclusive = inhibition mostly from about 82% at the one dose, without a potency; inactive = the rest, 99 in 100 with inhibition below about 76%;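 note: plate controls were DMSO cells for no effect and high antibiotic wells for full effect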
VEEV TC-83 Vero 10K pilot screen: recorded beside VEEV TC-83 Vero, whose call it bears; inhibition, %; measured here: 10K pilot screen inhibition
Numbers without * were called inactive; i = inactive; ? = inconclusive; . = not tested or not shown; & = joins results of further samples. This is a random part of the collection; any-hit rate near 1.5%.

SMILES	H37Rv inhibition	VEEV TC-83 Vero	H1N1 NS1A inhibition	Salmonella PhoP GFP	M. tuberculosis	others
Nc1ccc(-c2ccc(C(=O)O)s2)cn1	5%	0.4%	2%	4%	.
C/C(N)=C(/C#N)C(=O)COC(=O)C(NS(=O)(=O)c1ccc(Cl)cc1)C(C)O (stereo not given)	4%	1.4%&0.4%	-7%&-3%	-8%	-3%
O=C(NCC(c1ccco1)N1CCOCC1)c1ccc(F)c(F)c1 (stereo not given)	-10%	0.8%	-2%	5%	-17%
CCOC(=O)NC(=O)CSc1nc(C)cc(C(F)(F)F)c1C#N	-1%	1.4%	-2%	4%	31%
CC(C)(C)n1cccc1/C=C1\C(=O)NC(=O)N(c2ccccc2)C1=O	10%	i	-4%	3%	-6%
CN1CCN(c2ccc(S(=O)(=O)N3CCCCC3)cc2N)CC1	2%	i	-1%	.	13%
CC(=O)NCCc1nc2ccccc2n1Cc1cccc(C)c1	-8%	i	-1%	2%	5%
Cc1ccc(NC(=S)NC(CO)C(O)c2ccc([N+](=O)[O-])cc2)cc1 (stereo not given)	-10%	1.2%	-8%	9%	24%
CCOc1ccc(C(Nc2ccc(C)cc2)P2(=O)OCC(C)(C)CO2)cc1 (stereo not given)	-10%	2.7%	6%	-3%	-3%
O=C(O)CCCCCCCCc1cn(CN2C(=O)c3ccccc3C2=O)nn1	-5%	i	15%	-2%	-11%
COc1ccc(Cl)cc1S(=O)(=O)N1CCC(C(=O)NCCC2=CCCCC2)CC1	-24%	3.6%	-7%	-1%	9%
O=C(COc1ccc(Br)cc1Br)NC(=S)Nc1cccc(CO)c1	-12%	i	-4%	-11%	53%
COc1ccc(C2CC(C)=NN2C=O)cc1OC (stereo not given)	-23%	i	-3%	0%	-1%
Cc1ccc(CNC(=O)C2CCCN2S(=O)(=O)c2ccc3c(c2)C(C)(C)C(=O)N3C)cc1 (stereo not given)	-9%	0.9%	5%	.	-3%
CCC(C)Sc1ccc([C@@H]2[C@@H]3C(=O)N(CC)C(=O)[C@@H]3[C@]3(C(=O)OC)CCCCN23)cc1OC (stereo not given in full)	-2%	0.3%	-3%	.	25%
Cc1ccnc(SC2CC(=O)N(c3ccc([N+](=O)[O-])cc3)C2=O)n1 (stereo not given)	0%	0.3%	-2%	-3%	9%
CN(C(=O)c1ccc(-c2nn(C)c(=O)c3ccccc23)cc1)C1CCCCC1	24%	2.2%	4%	3%	67%
O=C(N/C(=C\c1ccc(Br)cc1)C(=O)N1CCOCC1)c1ccco1	-4%	0.3%	11%	15%	-1%
COc1ccc(C(=O)Sc2ccc(Cl)cc2)cc1OC	61%	3.3%	-7%	-4%	?
COc1ccc(C)cc1S(=O)(=O)N1CCCC(C(=O)NC2CC2)C1 (stereo not given)	-6%	2.9%	-11%	-3%	11%
COC(=O)c1cc(OC)c(OC)cc1N	-10%	0.7%	-7%	2%	-7%
COc1ccc(CNC(=O)c2cccc(-c3ccc(C)c4ccccc34)n2)cc1	1%	i	7%	-5%	10%
Cc1cc(/C=C2\SC(=Nc3ccc(F)cc3)NC2=O)c(C)n1-c1ccc(S(N)(=O)=O)cc1	22µM*	5.5%	5%	-9%	54%
CCCCCCCC(=O)NC(Nc1ccc(S(N)(=O)=O)cc1)C(Cl)(Cl)Cl (stereo not given)	-2%	0.0%	-10%	-4%	23%
CCOC(=O)CSc1n[nH]c(=S)s1	-8%	i	5%	2%	69%
C=CCC[C@@H](Cc1ccc(F)cc1)C(=O)OC[C@@H](C)NC(=O)[C@@H](CC=C)CC(=O)N[C@H](CO)Cc1ccccc1	6%	2.8%	-2%	.	35%
CCOC(=O)c1cc2c(=O)n3ccccc3nc2n(Cc2ccco2)c1=NC(=O)c1ccccc1OC	3%	9.2%	9%	6%	2%
COc1ccc(-n2c(O)c(C=NCCN(C)C)c(=O)[nH]c2=O)cc1	2%	23%	8%	-2%	-12%
CCN1C(=O)/C(=C2\SC(=S)N(c3c(C)n(C)n(-c4ccccc4)c3=O)C2=O)c2ccccc21	-8%	4.3%	2%	-5%	3%
CCOC(=O)C1C(=O)NC(N2CCc3ccccc32)=NC1c1ccccc1 (stereo not given)	0%	0.5%	0%	-4%	8%
O=C(COC(=O)C1(c2ccc(F)cc2)CCCC1)NCc1ccc2c(c1)OCO2	6%	i	-12%	0%	39%
Cc1noc(C)c1COc1ccccc1C(=O)N(C)CC(=O)Nc1ccc(F)c(F)c1F	1%	2.4%	-9%	.	-8%
O=C(OCCN1CCOCC1)c1ccc2c(c1)OCCO2	-2%	1.3%	-6%	12%	-15%	VEEV TC-83 Vero 10K pilot screen=2.3
Cc1cccc2sc(NC(=O)CNS(=O)(=O)c3ccc(Br)s3)nc12	-2%	0.9%	-5%	-8%	13%
COc1ccccc1-c1nc2cc3ccccc3cc2nc1-c1ccccc1OC	4%	1.4%	5%	4%	8%
CC1=Nc2cc(C(=O)NCCCOC(C)C)ccc2Sc2ccccc21	9%	0.4%	10%	13%	13%
COc1ccc(N(CCC#N)S(=O)(=O)c2cccc3nsnc23)cc1	-7%	2.1%	0%	2%	-20%
COc1cc2c(c(OC)c1OC)-c1c(cc3c(c1OC)OCO3)C1OC2[C@@H](C)[C@H]1C (stereo not given in full)	-2%	9.3%	-12%	14%	10%
N#C/C(=C\c1ccc(-c2ccccc2)cc1)c1nc(-c2ccco2)cs1	-2%	i	-7%	-2%	38%
CC(=O)Nc1ccc(S(=O)(=O)N2CCN(c3cccc(C)c3C)CC2)cc1	-4%	2.3%	15%	-1%	24%
CC(=O)Nc1ccc(C(=O)CSc2nccc(=O)[nH]2)cc1	-5%	1.6%	.	-2%	-2%
N#C/C(=C\c1coc2ccccc2c1=O)C(N)=S	-8%	1.8%	0%	8%	-19%
CCn1c(SCC(=O)N/N=C(\C)c2ccncc2)nnc1-c1ccccc1	-6%	3.9%	7%	1%	11%
C[C@]12CCC(=O)C=C1CCC1C2CC[C@@]2(C)C1CCC21OCCO1 (stereo not given in full)	11%	2.3%	-2%	.	42%
CCn1c(SCC(=O)Nc2nnc(C)s2)nc2c(c1=O)SC(C)C2 (stereo not given)	-5%	1.3%	28%	-5%	-5%
COC(=O)c1ccc(C(=O)OC)c(NC(=O)CN(C)Cc2ccccc2)c1	3%	2.7%	-6%	-3%	70%
CC(O)CNC1c2ccccc2CC1O (stereo not given)	.	3.0%	-20%	.	.
CCOc1ccc(S(=O)(=O)n2ccc(C)n2)c2ccccc12	6%	0.8%	1%	1%	-5%
COc1ccc(Cl)cc1NC(=O)COC(=O)C1CCCCC1	0%	2.0%	0%	.	59%
Cc1ccc(NC(=O)CN(C)S(=O)(=O)c2cnc[nH]2)c(C)c1	-4%	i	7%	-5%	6%
CCCNC(=O)c1ccccc1NC(=O)C1=CSCCO1	-1%	2.4%	-11%	4%	-6%
COCCCNC(=O)c1cn(Cc2c(F)cccc2Cl)nn1	-2%	1.7%	2%	0%	18%
Cn1ccnc1C1CCCCN1Cc1nc(-c2ccc(Cl)cc2)no1 (stereo not given)	-2%	i	-7%	22%	42%
Cc1cc(NC(=O)/C(C#N)=C/c2ccc(-c3ccc(SC(F)F)cc3)o2)n(-c2ccccc2)n1	4%	0.3%	4%	-6%	32%
O=C(NCCO)/C(=C\c1ccc2c(c1)OCO2)NC(=O)c1ccc(Br)cc1	16%	i	6%	-6%	4%
Cc1ccc(C(C)C)cc1OCCCCN1CCCC1	-2%	i	-6%	-2%	6%
C/C=C/c1ccc(OCC(=O)Nc2ccc(OC)c(OC)c2)c(OC)c1	13%	i	8%	5%	54%
Nc1cc(=O)[nH]c(SCC(=O)N2CCCc3ccccc32)n1	-10%	2.1%	0%	-2%	19%
COCCn1c(SCC(=O)NC2CCCCC2)nnc1-c1ccco1	5%	i	10%	3%	9%
COc1cccc(NC(=O)CN(C)CC(=O)NC(C)c2ccccc2)c1 (stereo not given)	2%	7.2%	-2%	1%	7%

Continuation.
SMILES	H37Rv inhibition	VEEV TC-83 Vero	H1N1 NS1A inhibition	Salmonella PhoP GFP	M. tuberculosis	others
CC(C)n1c(=O)[nH][nH]c1=S	-4%	3.9%	.	4%	-5%
O=C(NCc1cccnc1)c1cc(S(=O)(=O)N2CCOCC2)c(Cl)cc1Cl	-8%	1.9%	-3%	2%	2%
Cc1cccc(NC(=O)CN2C(=O)/C(=C3\SC(=S)N(CC4CCCO4)C3=O)c3ccccc32)c1 (stereo not given)	5%	1.4%	3%	9%	-6%
Cn1c(=O)c2ncn(CC(=O)N=Nc3c(O)[nH]c4ccccc34)c2n(C)c1=O	-12%	.	.	-5%	-32%
N=c1n(Cc2ccccc2)c2ccccc2n1CC(O)COc1ccccc1 (stereo not given)	14%	i	4%	-2%	71%
COc1cc(NC(=O)c2cc3ccccc3o2)c(OC)cc1Br	-4%	1.6%	9%	-5%	15%
COc1ccccc1NC(=O)c1c([N+](=O)[O-])cnn1C	-1%	i	-3%	-3%	-14%
O=C(CNC(=O)c1ccc(Br)cc1)NC1=NCCS1	3%	0.9%	7%	-29%	-6%
COc1cc(/C=C/C(=O)NC2CCCCC2)cc(OC)c1OC	3%	i	18%	0%	8%
CCc1ccc(S(=O)(=O)Nc2c(C)nn(C)c2C)cc1	0%	i	2%	3%	-4%
c1ccc(-c2nn[nH]n2)nc1	0%	0.5%	-12%	5%	4%
O=C(O)/C=C\C(=O)Nc1ccc(OCc2ccccc2)cc1	25%	1.2%	-6%	-1%	28%
COc1ccccc1NC(CC(=O)c1ccccc1)C(=O)OCC(=O)c1ccc(Br)cc1 (stereo not given)	?	0.3%	-1%	-6%	65%
C[C@H](NC(N)=O)C(=O)OCC(=O)Nc1ccc(OC(F)F)cc1	1%	0.4%	-8%	-2%	-15%
c1ccc2c(CN3CCCCCCC3)c[nH]c2c1	-11%	i	3%	-2%	5%
Cn1c(=O)n(/N=C/c2ccccc2)c2ccccc21	67%	1.9%	-3%	4%	14%
COc1ccc(OCC(=O)N/N=C/c2ccc(N(C)C)cc2)cc1	-4%	i	0%	-9%	56%
COc1ccc(-c2c(-c3ccc(S(C)(=O)=O)cc3)sc3ccc(OC)cc23)cc1	0%	3.6%	-2%	.	.
CCOC(=O)c1c(NC(=O)c2cc3n(n2)C(C(F)(F)F)CC(c2cccs2)N3)sc(C)c1C (stereo not given)	-16%	i	20%	-14%	-16%
Cc1nn(CC(=O)c2ccc(Cl)cc2Cl)c(C)[n+]1N	14%	2.0%	-2%	-3%	-3%
CN1CCN(C(=O)CCc2nc(-c3ccc(Cl)cc3)no2)CC1	2%	i	-2%	6%	-3%
CCOC(=O)C1=C(Cc2ccc(F)cc2)C(=O)c2ccccc2C1=O	11%	8.5%	19%	-2%	?
CCOc1ccc(N(CC(=O)NCc2cccs2)S(=O)(=O)c2c(C)noc2C)cc1	-1%	i	1%	-4%	.
O=C(NCCCN1CCCC1=O)c1ccc2c(=O)n(-c3ccc(F)cc3)c(=S)[nH]c2c1	1%	.	.	0%	-5%
C=CCOC(=O)C1=C[C@@H](C2CCCCC2)C[C@@H](OCc2ccc(CO)cc2)O1	?	0.0%	-3%	-3%	?	VEEV TC-83 Vero 10K pilot screen=3.0
COc1ccc(CNC(=O)C2CCC(CNc3nc(=S)[nH]c4ccccc34)CC2)cc1 (stereo not given)	3%	.	.	-14%	3%

Filtered by structure, those above with bromine.
SMILES	H37Rv inhibition	VEEV TC-83 Vero	H1N1 NS1A inhibition	Salmonella PhoP GFP	M. tuberculosis	others
O=C(COc1ccc(Br)cc1Br)NC(=S)Nc1cccc(CO)c1	-12%	i	-4%	-11%	53%
O=C(N/C(=C\c1ccc(Br)cc1)C(=O)N1CCOCC1)c1ccco1	-4%	0.3%	11%	15%	-1%
Cc1cccc2sc(NC(=O)CNS(=O)(=O)c3ccc(Br)s3)nc12	-2%	0.9%	-5%	-8%	13%
O=C(NCCO)/C(=C\c1ccc2c(c1)OCO2)NC(=O)c1ccc(Br)cc1	16%	i	6%	-6%	4%
COc1cc(NC(=O)c2cc3ccccc3o2)c(OC)cc1Br	-4%	1.6%	9%	-5%	15%
O=C(CNC(=O)c1ccc(Br)cc1)NC1=NCCS1	3%	0.9%	7%	-29%	-6%
COc1ccccc1NC(CC(=O)c1ccccc1)C(=O)OCC(=O)c1ccc(Br)cc1 (stereo not given)	?	0.3%	-1%	-6%	65%
